DAT uptake mod: human DAT dopamine uptake with cocaine, either direction; B-score at 10 µM; 110,000 tested, 1.3% active; Q01959; LLC-PK1 hDAT cells, [14C]-dopamine uptake with cocaine IC80; actives deviate in either direction;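 active = Z score or B-score, a plate-position-corrected score, falls beyond the plate's 99.7% confidence bounds, in either direction; inactive = both scores lie inside the 99.7% bounds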;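 also: scored against the spread of the other compound wells on the same plate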
Target sequence (Q01959 whole entry, looked up): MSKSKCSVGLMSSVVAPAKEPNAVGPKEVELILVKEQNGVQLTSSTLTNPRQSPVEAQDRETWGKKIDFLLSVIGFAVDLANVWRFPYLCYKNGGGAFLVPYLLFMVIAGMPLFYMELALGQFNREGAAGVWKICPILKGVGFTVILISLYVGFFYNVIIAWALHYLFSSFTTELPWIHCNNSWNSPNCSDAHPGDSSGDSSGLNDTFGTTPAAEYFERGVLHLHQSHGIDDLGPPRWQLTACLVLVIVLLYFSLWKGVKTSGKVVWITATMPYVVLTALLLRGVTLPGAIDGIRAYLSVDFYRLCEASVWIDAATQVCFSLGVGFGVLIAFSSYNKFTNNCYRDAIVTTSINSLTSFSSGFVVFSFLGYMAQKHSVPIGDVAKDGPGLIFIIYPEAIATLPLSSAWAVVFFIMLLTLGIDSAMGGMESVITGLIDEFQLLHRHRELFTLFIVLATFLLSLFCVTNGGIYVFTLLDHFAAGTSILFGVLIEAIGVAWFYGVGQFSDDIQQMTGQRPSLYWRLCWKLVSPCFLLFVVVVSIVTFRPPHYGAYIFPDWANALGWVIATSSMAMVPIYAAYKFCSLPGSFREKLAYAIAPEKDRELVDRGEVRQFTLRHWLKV
Numbers without * were called inactive.

SMILES	DAT uptake mod
O=C1c2cccc3c2[C@H](CCC3)CN1[C@@H]1CN2CCC1CC2	0.0012
O=c1cc(-c2ccc(O)cc2)oc2c(C3OCC(O)C(O)C3O)c(O)c(C3OC(CO)C(O)C(O)C3O)c(O)c12 (centres undefined)	-1.3
O=c1cc(-c2ccc(O)cc2)oc2c(O)c(O)c(O)c(O)c12	1.1
NCCCC[C@@H]1NC(=O)[C@H](CCC(=O)O)NC(=O)c2cc([N+](=O)[O-])cc(I)c2SC[C@@H](C(=O)NCC(N)=O)NC1=O	-0.52
COC(C[C@H]1O[C@@H]1C(=O)COCc1ccccc1)OC	-2
CC(=O)C[C@H]1c2cc(C(F)(F)F)ccc2S(=O)(=O)N1Cc1ccccc1	-0.99
Cc1cc2cc(CNC(=O)c3cccc([N+](=O)[O-])c3)ccc2n1C	0.02
O=C(/C=C/c1cccs1)N1CCC2(CC1)Oc1ccc(F)cc1C(=O)C21CC(c2ccccc2)=NO1 (centres undefined)	0.44
CCOC(=O)c1ccc(NC(=O)c2nc[nH]c2C(=O)N[C@@H](Cc2ccccc2)C(=O)OC(C)(C)C)cc1	0.054
Cc1ccccc1NC(=O)OCCN1CCN(Cc2ccccc2)CCC1=O	-0.61
CN(C)CCc1c[nH]c2ccc(Cn3cncn3)cc12	0.0066
c1ccc(CSc2nnc(-c3ccccc3)c(-c3ccccc3)n2)cc1	0.11
CC1(c2nnc(-c3ccccc3)o2)CC(c2ccc(F)cc2)=NO1 (centres undefined)	0.085
C=C(C)C(=O)Nc1cccc(C2=NOC3(C2)C[C@@H](C(N)=O)N(C(=O)c2cc([N+](=O)[O-])cc([N+](=O)[O-])c2)C3)c1 (some centres undefined)	-1.3
Cc1ccc(C(=O)Nc2cccc(C(F)(F)F)c2)cc1NC(=O)c1nccn1C	0.029
COCCN1C(=O)N[C@@H](c2cccc(C(F)(F)F)c2)[C@H](C(C)=O)[C@H]1C	-0.4
COc1cc(/C=C2\Oc3cc(O)ccc3C2=O)ccc1O	-1.6
CC(C)C[C@H](NC(=O)c1nc[nH]c1C(=O)N1CCc2ccccc2C1)C(=O)OC(C)(C)C	1.2
CCO[C@H]1OC(C(N)=O)=C[C@@H](c2coc3ccccc3c2=O)[C@@H]1CCCO	1.5
CCOC(=O)N1CCN(C(=O)c2noc(C(C)C)c2[N+](=O)[O-])CC1	-0.19
CC#CCN1c2ccccc2[C@]23C[C@@H](C(=O)OC)N(C(=O)NC4CCCCC4)C2=NC(C(=O)OC)=C(C(=O)OC)[C@H]13	0.12
CN1C(C(=O)NCc2ccco2)CC2Cn3c(nc4cc(Cl)c(Cl)cc43)C21 (centres undefined)	0.41
COC(=O)C1=C(C)N(Cc2ccco2)C(=O)N[C@H]1c1cccc(C(F)(F)F)c1	0.91
CCC(C)[C@H]1CN=C(N)N1CCc1cc(C(F)(F)F)cc(C(F)(F)F)c1 (some centres undefined)	0.014
COc1cc(O)cc2cc3c(c(O)c12)C(=O)CC(C)(O)O3 (centres undefined)	-1.2
CC(=O)C1=C(C)N(CC2CC2)C(=O)N[C@H]1c1ccc(Br)cc1	2.1
COc1ccc(-c2cc(=O)c3c(O)c(OC)c(O)cc3o2)cc1	-0.28
CCCNC(=O)c1onc(CSc2cccc(OC)c2)c1C(=O)NCCC	-0.36
C=CCNC(=O)c1onc(CSc2ccc(Cl)cc2)c1C(=O)NCC=C	-2e-05
CC(=O)C[C@H]1c2ccccc2S(=O)(=O)N1C1CCCC1	-0.12
COC(=O)C1=C[C@@H](C(=O)OC)[C@@H]2C3=C(C(=O)[C@@]2(C)NC(=O)c2ccccc2)[C@H](c2ccccc2)n2c(=O)n(-c4ccccc4)c(=O)n2[C@@H]3C1	-1.8
Cc1nc(Cl)c(C#N)cc1-c1ccccc1	-0.32
O=C(NCc1ccccc1)C1=C[C@@H](c2ccc(Br)cc2)C[C@@H](OCCCCO)O1	1.7
Cn1cc(C[C@H](NC(=O)OC(C)(C)C)C(=O)N[C@@H](CO)Cc2ccccc2)c2ccccc21	0.3
O=C1/C(=C/c2ccc(O)c(O)c2)Oc2cc(O)ccc21	-3.3
COc1ccc(-c2cc(=O)c3ccccc3[nH]2)cc1	0.73
COc1ccc2oc(=O)c(C(=O)Nc3ccccc3-c3ccccc3)cc2c1	1.1
CN(C)CCNC(=O)c1c(CSc2ccccc2)noc1C(=O)NCc1ccccc1	0.68
COc1c2ccoc2c(OC[C@@H](O)C(C)(C)OC)c2oc(=O)ccc12	0.0079
COc1ccc(CN2[C@@H](CC(=O)O)c3cc(F)ccc3S2(=O)=O)cc1	1.1
CC(C)(C)OC(=O)NCCCCC1=CC2=CC(=O)C(C)(OC(=O)c3ccco3)C(=O)C2=CO1 (centres undefined)	-1.3
COc1ccc(/C=C\C(=O)NCc2ccc3c(c2)cc(C)n3C)cc1OC	0.23
COc1cc(C[C@H](C)[C@H](C)Cc2ccc3c(c2)OCO3)ccc1O	-0.009
COc1ccc2c(=O)c(-c3ccc4c(c3)OCO4)coc2c1	0.15
COc1ncccc1-c1nnn(-c2ccc(Cl)c(Cl)c2)n1	1.1
Cc1ccc(C2=NOC(C)(c3nnc(Cc4ccccc4)o3)C2)cc1 (centres undefined)	-0.088
O=C(CCC1CCCCC1)NCCN1C2=NC[C@@H](Cc3ccccc3)N2C[C@H]1Cc1ccc(O)cc1	0.0027
CCc1nnc(NC(=O)CSc2nnc(Cc3cc(=O)[nH]c(=O)[nH]3)n2-c2ccc(OC)cc2)s1	-0.56
COc1ccccc1CNC(=O)C(=O)NCC1OCCN1S(=O)(=O)c1ccc2c(c1)OCCO2 (centres undefined)	0.38
CCN(CC)CCC(c1cc(OC)c(OC)c(OC)c1)c1c(OC)cc(OC)c2c(C)cc(=O)oc12 (centres undefined)	0.49
CCOC(=O)c1cc(-c2ccccc2)nn1CC1CC(c2cccnc2)=NO1 (centres undefined)	-0.61
CC(C)(C)OC(=O)NCCCC1=CC2=CC(=O)C(C)(OC(=O)c3ccco3)C(=O)C2=CO1 (centres undefined)	-1.1
Clc1ccccc1C(c1ccccc1)(c1ccccc1)n1ccnc1	0.62
CN(CCCN1c2ccccc2CCc2ccccc21)CC(=O)c1ccc(Cl)cc1	-0.49
Cc1ccc(NC(=O)c2c(C(F)(F)F)nn(C)c2Cl)cc1C	1.1
CC1(C)CC(=O)C2=C(C1)N1C(=C(C#N)C2c2ccccc2Cl)N=C(N)c2ccccc21 (centres undefined)	-2.1
C=CC[C@]12C=C(OC)C(=O)C(OC)=C1O[C@@H](c1ccc3c(c1)OCO3)[C@H]2C	0.17
C[C@H]1C=C(C(=O)NCc2nc3ccccc3[nH]2)O[C@@H](OCCCCO)C1	-0.62
O=C(C1=C[C@@H](c2ccccc2)C[C@@H](OCCCCO)O1)N1CCN(Cc2ccc3c(c2)OCO3)CC1	1.7
CCO[C@@H]1OC(C(=O)Nc2ccccc2)=C[C@H](c2ccccc2)[C@H]1CCCO	1

(next part)
SMILES	DAT uptake mod
COc1ccc(C2/C=C\CN(S(=O)(=O)c3cccs3)CC(=O)N2Cc2ccc(F)cc2)cc1 (centres undefined)	0.77
COC(=O)COc1cccc2c(=O)n(CC(=O)NCCc3ccc(OC)c(OC)c3)ccc12	-1.4
CNC(=O)c1[nH]cnc1C(=O)N[C@@H](Cc1ccccc1)C(=O)OC(C)(C)C	-1.3
CCCCCCCCCCCC(=O)c1c(O)cccc1O	1.2
O=C(NCc1nc2ccccc2[nH]1)C1=C[C@@H](c2ccc3c(c2)OCO3)C[C@@H](OCc2ccc(CO)cc2)O1	0.79
NC[C@@H]1O[C@H](C23CC4CC(CC(C4)C2)C3)Cc2c1ccc(O)c2O	-0.0074
C[C@H]1CC[C@@]2(O[C@H](CCO)C[C@@H](O)[C@@H]2O)O1	-0.28
O=[N+]([O-])c1cccc(C2=NC(c3ccccc3)CO2)c1 (centres undefined)	0.35
Nc1nc(N)c2[nH]cnc2n1	-0.93
C/C=C/C=C\C(=O)Nc1cccc(C2=NOC3(C2)C[C@@H](C(N)=O)N(C(=O)c2cc([N+](=O)[O-])cc([N+](=O)[O-])c2C)C3)c1 (some centres undefined)	-1.1
CCO[C@@H]1OC(C(=O)NC2CC2)=C[C@H](c2ccc(C(F)(F)F)cc2)[C@H]1CCCO	-1.1
CCCCN1C(=S)NC[C@@H]1Cc1ccc(O)cc1	-1.1
CC#CCN1c2ccccc2[C@]23C[C@@H](C(=O)OC)N(C(=O)NCCBr)C2=NC(C(=O)OC)=C(C(=O)OC)[C@H]13	0.44
COc1ccc(Cc2nnc(NC(=O)Cc3cccs3)s2)cc1OC	0.022
O=C1c2ccccc2C(=O)C1c1nccc2ccccc12	-1.6
C[C@H]1CN=C2N(CCNC(=O)CCC3CCCCC3)[C@H](Cc3ccc(O)cc3)CN21	-0.12
C#CCOCCOCCOCCNc1nc(N2CCN(C(=O)[C@H]([C@@H](C)CC)n3cc(CCCN=C(N)N)nn3)CC2)nc(N2CCN(C(=O)[C@H](CCCCN)n3cc(CCC(=O)O)nn3)CC2)n1	0.0026
O=c1c(OC2OC(CO)C(O)C(O)C2OC2OC(CO)C(O)C(O)C2OC2OC(CO)C(O)C(O)C2O)c(-c2ccc(O)c(O)c2)oc2cc(O)cc(O)c12 (centres undefined)	0.45
CCC(C)c1nc2ccsc2c(N2CCOC2=O)c1-c1ccccc1 (centres undefined)	-0.69
CCOC(=O)CSc1ncc(OC)c(Sc2ccc(Cl)cc2)n1	-0.45
CCC(C)[C@H]1CNC(=O)C(=O)N1CCCc1cc(OC)c(OC)c(OC)c1 (some centres undefined)	1.4
COc1cc2[nH]ccc(=O)c2cc1OC	0.0012
CC1(OC(=O)C2CCCC2)C(=O)C=C2C=C3CCCN3C=C2C1=O (centres undefined)	-1.5
C#CCOCCOCCOCCNc1nc(N2CCN(C(=O)[C@H]([C@@H](C)CC)n3cc([C@@H](N)Cc4ccc(O)cc4)nn3)CC2)nc(N2CCN(C(=O)[C@H](CCCCN)n3cc([C@@H](N)C(C)CC)nn3)CC2)n1 (some centres undefined)	1.1
Cc1ccc(-c2csc3nc4cc(C(N)=O)ccc4c(=O)n23)cc1	-0.34
COC(=O)CCCC1=CC2=C(c3ccccc3)C(=O)C(C)(OC(=O)C3CCCC3)C(=O)C2=CN1CCc1ccccn1 (centres undefined)	0.0033
O=C(C1=C[C@@H](c2ccc(C(F)(F)F)cc2)C[C@@H](OCc2ccc(CO)cc2)O1)N1CCOCC1	0.028
C/C=C(/C)C(=O)Nc1cccc(C2=NOC3(C2)C[C@H](C(N)=O)N(C(=O)Cc2ccc([N+](=O)[O-])cc2)C3)c1 (some centres undefined)	-0.74
O=C(Nc1ccccc1)C1=C[C@H](c2ccc(C(F)(F)F)cc2)C[C@H](OCCCCO)O1	1.9
CCOC(=O)CN1C(=O)N[C@@H](CCc2ccccc2)C(C(=O)OC)=C1C	-0.34
C=C(C)C(=O)N1CC2(CC(c3cccc(NC(=O)CCCCC)c3)=NO2)C[C@H]1C(N)=O (some centres undefined)	-0.87
COc1ccc(C(CCN2CCCC2)c2c(OC)cc(OC)c3c(-c4ccccc4)cc(=O)oc23)cc1 (centres undefined)	2.1
C/C=C\C(=O)Nc1cccc(C2=NOC3(C2)C[C@@H](C(N)=O)N(C(=O)c2ccc(OC)cc2)C3)c1 (some centres undefined)	0.15
COc1cc(CC(=O)O)ccc1O	0.71
NC(=O)[C@H]1CC2(CC(c3cccc(NC(=O)CC(c4ccccc4)c4ccccc4)c3)=NO2)CN1C(=O)C(c1ccccc1)c1ccccc1 (some centres undefined)	0.42
C=C(C)C(=O)Nc1cccc(C2=NOC3(C2)C[C@H](C(N)=O)N(C(=O)c2ccccc2)C3)c1 (some centres undefined)	-0.71
Clc1cccc(Cl)c1NC1=NCCN1	1.3
NC(=O)c1ccccc1Nc1nc(NCCO)nc(N2CCCC2)n1	0.82
Cc1nc(-c2ccccc2)sc1C1(C)CC(c2cccc(F)c2)=NO1 (centres undefined)	-0.99
C=C(C(=O)O)C(CCCCCC)C(=O)O (centres undefined)	0.03
CCn1c(CC(=O)Nc2ccc(Cl)c(Cl)c2)nnc1SCc1ccc(Cl)cc1	-0.63
CN(C(=O)Nc1ccc(Cl)cc1Cl)[C@H]1c2cc(Br)ccc2OC[C@H]1CO	1.1
C#CCCOC(=O)N1C2=NC(C(=O)OC)=C(C(=O)OC)[C@@H]3N(Cc4ccccc4)c4ccccc4[C@]23C[C@H]1C(=O)OC	0.87
O=C(Nc1ccc(O)c2c(=O)cc(-c3cccc(Cl)c3)oc12)c1cccc(Cl)c1	0.53
COc1ccc(C(=O)NNC(=O)CN2CCC(n3nnc4cc(C(F)(F)F)ccc43)CC2)cc1	-0.67
COc1cc(/C=C/CO)cc(OC)c1OC/C=C(\C)CCC=C(C)C	0.98

These rows are one share of the data; rates above refer to the full screens.
